From PubChem
14-3-3 Bad inh – inhibitors of 14-3-3 zeta/Bad binding, primary screen, biochemical, TR-FRET, bovine 14-3-3 zeta; inhibition, % at 21.7 µM; actives 0.71% (n = 220,000); TR-FRET 14-3-3zeta/Dy647-pBad peptide displacement, 1 h; 14-3-3 protein zeta/delta (Bos taurus), P63103; AID 781, 2007;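 active means inhibition above about 70%, limit read from the data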;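 further: 0% = full 14-3-3 plus peptide FRET controls and 100% = background without 14-3-3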
Mdm2 ligase inh – MDM2-luciferase reporter signal enhancers, primary screen, MDM2 E3 ligase inhibitor project, cell-based, luminescence, 1536-well | E3 ubiquitin-protein ligase Mdm2 (Homo sapiens), Q00987 | cell-based MDM2 ubiquitination luciferase reporter, 2 h; 0 = plate control, 100 = twice control, blank-subtracted | signal enhancement, % at 5 µM | actives 0.11% (n = 210,000) | AID 1230, 2008;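 active means signal enhancement of 30% or more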;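 further: luminescence tracks abundance of the self-degrading MDM2-luciferase fusion protein; higher signal means inhibition of MDM2 E3 ligase activity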
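system = mammalian cells stably expressing self-ubiquitinating, self-degrading MDM2 E3–luciferase fusion | quantity = 2000 cells per well seeded | incubation = 4 h cell settling then 2 h compound exposure, 37 °C | signal = SteadyLite luminescence, 15 min reagent step | benchmarks = plate control and blank wells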
Runt-SMMHC FRET – inhibitors of RUNX1 Runt–CBFb-SMMHC binding, primary screen, biochemical, FRET, Cerulean-Runt, Venus-CBFb-SMMHC, uHTS. AID 1434, 2008. Runt-related transcription factor 1 (Homo sapiens) + Core-binding factor subunit beta …. actives 0.74% (n = 220,000). inhibition, % at 20 µM. Cerulean-Runt/Venus-CBFb-SMMHC FRET ratio 530/480, 1 h;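 active means mean inhibition across duplicate retests at 20 µM reaching about 50%, limit read from the data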;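 further: 0% = DMSO wells and 100% = wells with excess untagged CBFb-SMMHC; inhibitors lower the FRET ratio by blocking Runt binding to CBFb-SMMHC; some results filed as inactive read as strong as hits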
Target sequence (Q01196 whole entry, looked up): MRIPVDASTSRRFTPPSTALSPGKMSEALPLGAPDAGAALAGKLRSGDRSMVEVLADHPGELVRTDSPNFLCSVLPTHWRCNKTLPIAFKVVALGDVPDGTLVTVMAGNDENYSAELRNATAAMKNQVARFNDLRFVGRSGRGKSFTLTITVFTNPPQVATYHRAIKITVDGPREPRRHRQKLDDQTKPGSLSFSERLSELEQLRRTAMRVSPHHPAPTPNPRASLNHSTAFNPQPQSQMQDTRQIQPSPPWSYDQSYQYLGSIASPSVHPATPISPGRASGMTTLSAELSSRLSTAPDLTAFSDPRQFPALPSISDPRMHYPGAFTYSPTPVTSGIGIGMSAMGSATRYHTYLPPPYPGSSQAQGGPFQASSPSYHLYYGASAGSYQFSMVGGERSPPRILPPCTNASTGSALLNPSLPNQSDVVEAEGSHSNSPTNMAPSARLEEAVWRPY
Target sequence (Q13951 whole entry, looked up): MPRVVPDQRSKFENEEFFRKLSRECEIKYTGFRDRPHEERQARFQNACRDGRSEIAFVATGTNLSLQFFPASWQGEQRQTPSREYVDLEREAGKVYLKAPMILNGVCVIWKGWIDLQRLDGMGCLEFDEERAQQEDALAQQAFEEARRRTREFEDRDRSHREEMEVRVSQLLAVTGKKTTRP
Hck-Nef inh – inhibitors of Nef-activated human Hck kinase, primary screen, biochemical, Z-Lyte FRET, 384-well, Hck-YEEI; Recombinant Hck-YEEI plus Nef, Z-Lyte FRET kinase assay; Tyrosine-protein kinase HCK (Homo sapiens), P08631; inhibition, % at 20 µM; actives 0.68% (n = 220,000);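 active means Hck-Nef kinase inhibition above about 50%, limit read from the data; inactive means inhibition below that limit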;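 further: 0% = DMSO with Hck plus Nef and 100% = Hck alone without Nef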
p47phox inh – p47phox/p22phox peptide binding inhibitors, primary screen, biochemical, uHTS, NADPH oxidase regulatory subunit; inhibition, % at 24.7 µM; fluorescence polarization, 2 h; Neutrophil cytosol factor 1 (Homo sapiens), P14598; actives 0.53% (n = 220,000); AID 1274, 2008;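 active means inhibition above about 30%, limit read from the data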;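 further: 0% = p47phox with labelled peptide and 100% = labelled peptide alone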
Target sequence (P14598 whole entry, looked up): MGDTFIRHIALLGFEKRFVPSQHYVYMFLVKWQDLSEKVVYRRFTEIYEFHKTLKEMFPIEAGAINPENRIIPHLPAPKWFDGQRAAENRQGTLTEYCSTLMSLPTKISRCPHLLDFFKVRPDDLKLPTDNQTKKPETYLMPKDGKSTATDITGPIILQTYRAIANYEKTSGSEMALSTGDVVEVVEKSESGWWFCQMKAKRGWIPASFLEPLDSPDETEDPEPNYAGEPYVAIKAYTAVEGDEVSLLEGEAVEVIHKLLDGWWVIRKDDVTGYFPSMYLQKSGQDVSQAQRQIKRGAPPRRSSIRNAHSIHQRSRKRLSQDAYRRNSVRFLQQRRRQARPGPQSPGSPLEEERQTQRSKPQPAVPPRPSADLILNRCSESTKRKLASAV
Runt-CBFb FRET – inhibitors of RUNX1 Runt–CBFb binding, primary screen, biochemical, FRET, Cerulean-Runt, Venus-CBFb, uHTS | actives 0.46% (n = 220,000) | Runt-related transcription factor 1 (Homo sapiens) + Core-binding factor subunit beta … | inhibition, % at 20 µM | AID 1496, 2009 | Cerulean-Runt/Venus-CBFb FRET ratio 530/480, 1 h;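 active means inhibition over about 50% at 20 µM in the single-dose screen, limit read from the data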;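 further: 0% = DMSO wells and 100% = excess unlabeled CBFb competitor control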
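Assay system: Cerulean-Runt domain / Medium: Tris 50 mM pH 7.5, KCl, K2SO4, 0.01% BSA / Timing: protein complex preformed 1 h, compound exposure 1 h, room temperature, dark / Measured by: FRET, excitation 422 nm, emission at 530 and 480 nm / Evaluation: loss of energy transfer signal / Control set: 5 µM unlabeled CBFb as full-inhibition high control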
EBV gp42 block – Epstein-Barr virus gp42 inhibitors, primary screen, biochemical, uHTS, fluorescence polarization | Glycoprotein 42 (Epstein-Barr virus (strain AG876)), Q1HVG2 | Fluorescence polarization binding assay, mP read-out | inhibition, % (tested at 21.74 µM) | actives 0.42% (n = 220,000); in the data active means inhibition above about 50%
Tb hexokinase – Trypanosoma brucei hexokinase 1 inhibitors, primary screen, biochemical, G6PDH-coupled NADH absorbance, MLSCN library; recombinant TbHK1, G6PDH-coupled NADH A340; inhibition, % at 10 µM; actives 0.11% (n = 220,000); AID 1430, 2008;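 active means inhibition of 50% or more in the single-dose primary screen; inactive means inhibition below 50%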
zVAD death inh – inhibitors of zVAD-triggered necroptosis, primary screen, L929 cells. L929 zVAD necroptosis rescue, ATP luminescence, 24 h; with zVAD 60 µM. viability rescue, % at 10 µM. actives 0.38% (n = 220,000);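 active means activation, scaled between plate controls, above about 75%, limit read from the data; inactive means activation under that limit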;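 further: 0% = zVAD with DMSO and 100% = DMSO alone without zVAD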
* marks the source's active call; other numbers are inactive results; · = no result given; [ ] = dose if it differs, or a comment.

Structure	14-3-3 Bad inh	Mdm2 ligase inh	Runt-SMMHC FRET	Hck-Nef inh	p47phox inh	Runt-CBFb FRET	EBV gp42 block	Tb hexokinase	zVAD death inh
CSC(=NNC(=O)c1ccccc1O)SC	-7	4	-1	4	-10	1	-23	-29	0.1
CC(C)(C)C(=O)COC(=O)CNC(=O)c1ccc(Oc2ccccc2)cc1	-7	-67	0	-1	-20	1	8	-6	0.5
COc1ccc(C(=O)n2cnnc2N)cc1	8	-2	2	0	-9	2	0	2	0.0
CCCCN(C(=O)CSc1nnc(Nc2ccccc2)s1)c1c(N)n(CCC)c(=O)[nH]c1=O	1	-7	0	23	-15	-7	-10	-3	5.2
COc1ccc(Cc2nnc(NC(=O)c3c(-c4ccccc4)noc3C)s2)cc1OC	4	-10	0	-3	-5	4	-5	2	1.5
CCOC(=O)C(NC(C)=O)(OCc1ccc(F)cc1)C(F)(F)F (centres undefined)	-18[fluorescence artefact?]	-16	0	0	-16	-1	-14	6	0.4
Cc1c(C#N)c(SCC(N)=O)nc2c1CCCC2	14	-19	0	4	13	0	10	-7	-0.2
Cc1ccc(S(=O)(=O)NCCC(=O)NC2CCCC2)cc1	-6	0	4	2	-13	-3	-14	-4	-0.1
COc1ccc2occ(NC(C)=O)c2c1	27	-19	1	-15	-7	-1	6	4	1.0
COc1ccc(-n2c(SCC(=O)/C(C#N)=C(\C)N)nc3ccccc3c2=O)cc1OC	-4	-8	-1	-4	-2	1	-8	-9	0.4
CCOC(=O)C(=O)C1=C(N2CCOCC2)/C(=C\c2cccc([N+](=O)[O-])c2)CC1	2	-37	10	6	-15	7	-5	-12	0.2
CCOc1ccc(N(CC(=O)NCc2ccc(F)cc2)S(=O)(=O)c2c(C)noc2C)cc1	-3[fluorescence artefact?]	-4	-4	0	-1	-4	2	-2	0.8
CCN1CCN(c2nc(C)nc3c2sc(=S)n3C)CC1	-8	-20	38	-23	0	53*	-9	-52	1.1
CCN1CCN(C(=O)CSCc2nc(-c3ccc(OC)c(OC)c3)oc2C)CC1	4[fluorescence artefact?]	2	1	5	-13	3	-29	3	0.5
CC(CC(=O)O)CC(=O)Nc1ccc(S(N)(=O)=O)cc1 (centres undefined)	-1	6	-4	0	-14	·	-15	1	-0.1
Cn1ncc2c(O/N=C(\N)c3ccc(C(F)(F)F)cc3)ncnc21	3	-14	-2	25	-8	1	2	3	3.3
O=C(c1ccco1)N1N=C(c2cccs2)CC1c1ccco1 (centres undefined)	4	-3	12	7	0	22	7	-20	-0.6
CC(C)(C)NC(=O)CN(C(=O)C1(C)CC(=O)N=C2C=CC=CN21)C1CCCC1 (centres undefined)	-7	-12	0	1	-6	-1	-4	-10	-0.1
CC(C)C1O/C(=N/C(=O)Nc2ccc(Cl)c(Cl)c2)NC1=O (centres undefined)	4	-8	3	0	-21	-2	-17	1	0.0
O=C(COC(=O)C1CCCO1)Nc1cccc(C(F)(F)F)c1 (centres undefined)	3[fluorescence artefact?]	-5	-2	-16	-3	-1	-6	5	-0.6

Two entries from above in another layout:
Screens in order – 14-3-3 Bad inh | Mdm2 ligase inh | Runt-SMMHC FRET | Hck-Nef inh | p47phox inh | Runt-CBFb FRET | EBV gp42 block | Tb hexokinase | zVAD death inh
> Cc1ccc(S(=O)(=O)NCCC(=O)NC2CCCC2)cc1
 : -6 | 0 | 4 | 2 | -13 | -3 | -14 | -4 | -0.1
> COc1ccc2occ(NC(C)=O)c2c1
 : 27 | -19 | 1 | -15 | -7 | -1 | 6 | 4 | 1.0

Next part.
Structure	14-3-3 Bad inh	Mdm2 ligase inh	Runt-SMMHC FRET	Hck-Nef inh	p47phox inh	Runt-CBFb FRET	EBV gp42 block	Tb hexokinase	zVAD death inh
CC(=O)NCCc1ccc(S(=O)(=O)N(C)C2CCS(=O)(=O)C2)cc1 (centres undefined)	6[fluorescence artefact?]	-2	3	17	32*	1	-9	3	0.8
COc1cccc(/C=N/NC(=S)Nc2cccc(C(=O)O)c2)c1	-9	-15	1	11	-2	3	-16	-29	1.0
CN(Cc1n[nH]c(=S)n1C)S(=O)(=O)c1ccccc1	-23[fluorescence artefact?]	-13	8	-1	-12	3	-14	0	0.3
COc1cc(CN(C(=S)NCC(=O)NC2CC2)C2CCCC2)cc(OC)c1OC	-20	2	-4	3	-9	3	-3	-4	0.0
COC(=O)c1cc(C(=O)N2CCOCC2)cc([N+](=O)[O-])c1	-9	2	3	23	10	2	3	-2	1.9
O=C(CN1C(=O)C2C3C=CC(C3)C2C1=O)NCc1ccccc1 (centres undefined)	-5	-16	2	1	-8	-1	-23	5	-0.2
COC(=O)c1ccccc1NC(=O)c1cccs1	4	4	-8	7	-11	2	-2	2	-0.5
CC1=C(C(=O)N2CCOCC2)C(c2cccc3ccccc23)NC(=S)N1 (centres undefined)	7	-9	3	5	-32	7	-40	-6	1.6
CC1(C)N=C(c2ccc(Cl)cc2)C(=O)N1	-6[fluorescence artefact?]	·	-1	1	-18	3	-13	3	0.5
COc1cccc(/C(O)=C2/C(=O)C(=O)N(CCN3CCOCC3)C2c2cccs2)c1 (centres undefined)	37	-8	3	1	-9	0	-2	-12	0.0
Cc1nn(CC(=O)NCc2cccnc2)c(=O)c2ccccc12	11	-15	0	0	1	1	-11	-6	2.7
CCCNC(=O)c1ccc(Cn2c(=S)[nH]c3c([nH]c4ccc(OC)cc43)c2=O)cc1	7	-4	20	9	-3	22	-28	-24	1.2
O=C(O)CCC(=O)N1N=C(c2cccs2)CC1c1cn(-c2ccccc2)nc1-c1ccccc1 (centres undefined)	-1	-11	-2	-15	-32	-4	0	-5	-0.2
CCSc1nc(N)nc(-c2cccs2)c1C#N	-1	-12	2	36	-8	-1	-3	-15	2.9
COc1cc(S(=O)(=O)N2CCN(c3ccccc3F)CC2)ccc1Cl	-1	-10	2	-12	3	3	-7	4	-0.1
CC(C)OC(=O)NCCOC(=O)Nc1ccc(Cl)cc1	1	5	-1	19	4	1	-13	-5	9.7
CC(C)n1c(NCc2c[nH]c3ccccc23)nc2ccccc21	5	-9	1	1	-6	-1	-15	7	1.0
COc1cc(-c2nc(S(=O)(=O)c3ccccc3)c(N3CCOCC3)o2)cc(OC)c1OC	12	-4	1	15	-2	-2	-18	-25	0.2
Fc1cccc(Cc2noc(CN3CCCN(C4Cc5ccccc5C4)CC3)n2)c1	-20	18	·	24	-6	·	-7	3	0.2
COc1ccccc1NC(=O)c1sc2ncn(Cc3ccccc3C)c(=O)c2c1C	-5[fluorescence artefact?]	-8	-1	0	-50	-1	-20	-8	0.6

Filtered by structure, the compounds so far containing a furan ring, fused or not
Structure	14-3-3 Bad inh	Mdm2 ligase inh	Runt-SMMHC FRET	Hck-Nef inh	p47phox inh	Runt-CBFb FRET	EBV gp42 block	Tb hexokinase	zVAD death inh
COc1ccc2occ(NC(C)=O)c2c1	27	-19	1	-15	-7	-1	6	4	1.0
O=C(c1ccco1)N1N=C(c2cccs2)CC1c1ccco1 (centres undefined)	4	-3	12	7	0	22	7	-20	-0.6

(continued)
Structure	14-3-3 Bad inh	Mdm2 ligase inh	Runt-SMMHC FRET	Hck-Nef inh	p47phox inh	Runt-CBFb FRET	EBV gp42 block	Tb hexokinase	zVAD death inh
COCCn1c(SCCOc2ccccc2)nc2ccccc2c1=O	-6	-13	-5	-15	-12	-4	-2	2	0.7
O=C(Nc1ccc(Br)cc1)C1CCCN(S(=O)(=O)c2cccnc2)C1 (centres undefined)	-5	-18	1	-2	4	-1	8	-15	2.0
CN(C)S(=O)(=O)c1ccc(C(=O)Nc2nnc(-c3ccc4c(c3)CCCC4)o2)cc1	2	-4	10	7	0	-5	2	-4	0.6
CC(=O)c1c(C)[nH]c(C(=O)CSc2nnc(-c3ccccc3)o2)c1C	-12[fluorescence artefact?]	11	0	2	-23	-3	-8	-10	0.2
NC(=O)C(c1ccccc1)C1CCCCC1 (centres undefined)	·	-15	-2	3	-3	1	-24	0	1.0
Cc1cc(C(=O)OCC(=O)NCc2ccc(Cl)cc2)c(C)o1	-5	-9	-4	22	-5	-2	35	1	0.9
Cc1cccc(OCCNc2cc(N3CCN(CCO)CC3)ccc2[N+](=O)[O-])c1	-5	-11	-11	3	-18	-6	10	-14	-0.5
O=C(O)CSc1nnc(C2COc3ccccc3O2)n1-c1ccccc1 (centres undefined)	-4	8	2	0	-8	0	-13	1	1.1
CC[N+](CC)(CC)CC(=O)Nc1ccc(SC(F)F)cc1	24	-7	6	-2	-3	-5	-38	5	-0.1
O=S(=O)(NCc1cc(-c2ccccc2)no1)c1ccccc1Cl	-12	-12	1	21	-8	-1	-20	2	0.8
O=C(CSc1nc(-c2ccco2)cc(C(F)(F)F)n1)NC1CCCCCCC1	-2	·	·	10	-25	·	-2	-4	0.4
Cn1nc(C(=O)Nc2cccc(C(F)(F)F)c2)c2ccccc2c1=O	3	-9	7	0	-5	-2	-5	-12	4.2
COc1ccc(C2c3ccc(O)cc3Oc3ncn(CCCO)c(=N)c32)cc1OC (centres undefined)	-4	-10	9	3	-15	7	0	-11	-0.5
CCN=C1SC(CC(=O)NC(C)c2ccccc2)C(=O)N1CC (centres undefined)	-4	-19	-1	21	-10	0	-17	-3	-1.0
O=C(O)CCCCCN1C(=O)C(O)=C(C(=O)/C=C/c2ccccc2)C1c1ccccc1[N+](=O)[O-] (centres undefined)	-7	27	-1	25	0	5	-14	-6	1.0
Cc1ccc(C(=O)NCC(=O)NCC(=O)OCc2ccc(Cl)cc2)cc1	5	-4	0	5	2	0	-1	-1	-0.1
CCn1c(=O)cc(OCC(=O)O)c2ccccc21	-6[fluorescence artefact?]	-71	1	-3	10	-2	6	5	2.2
COc1ccccc1NCC(=O)NNCC(=O)Nc1ccc(F)c(Cl)c1	-27	-20	-2	24	-10	-1	5	-1	8.8
CC1S/C(=C(\C#N)C(=O)NCc2ccco2)N(c2ccc(F)cc2)C1=O (centres undefined)	-11	-19	-4	0	-82	0	8	-10	-0.1
CNC(=O)C(=O)Nc1nc(C23CC4CC(CC(C4)C2)C3)cs1	-4	-8	3	25	-1	-1	-5	-11	29
Nc1nnc(SCC(=O)NC2CCCCC2)s1	0	5	-1	8	-22	-2	-17	-13	-0.9
Cc1cc(NC(=O)Cc2c(F)cccc2Cl)no1	-2[fluorescence artefact?]	0	1	0	-5	1	-11	-3	0.0
